Source: PubChem (The Scripps Research Institute Molecular Screening Center)
TEAD-YAP block = TEAD-YAP interaction inhibition; HEK-TIYL cells, TEAD-Gal4/YAP UAS-luciferase luminescence; hit rate 1.4% among 640,000; inhibition, % at 9.12 µM; in the data active = inhibition above about 32%;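 also: 0% = median of test compound wells and 100% = reference inhibitor wells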
FBW7 act = human FBW7 E3 ligase activation, primary screen | AID 1259310 | normalized activity (activation), % at 26.1 µM | AlphaScreen FBW7–phospho-cyclin E peptide binding, activator screen | Q969H0 | hit rate 0.13% among 650,000; in the data active = normalized activity above about 1.9%;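 also: purified mutant Fbw7 with reduced substrate affinity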
Target sequence (Q969H0 whole entry, looked up): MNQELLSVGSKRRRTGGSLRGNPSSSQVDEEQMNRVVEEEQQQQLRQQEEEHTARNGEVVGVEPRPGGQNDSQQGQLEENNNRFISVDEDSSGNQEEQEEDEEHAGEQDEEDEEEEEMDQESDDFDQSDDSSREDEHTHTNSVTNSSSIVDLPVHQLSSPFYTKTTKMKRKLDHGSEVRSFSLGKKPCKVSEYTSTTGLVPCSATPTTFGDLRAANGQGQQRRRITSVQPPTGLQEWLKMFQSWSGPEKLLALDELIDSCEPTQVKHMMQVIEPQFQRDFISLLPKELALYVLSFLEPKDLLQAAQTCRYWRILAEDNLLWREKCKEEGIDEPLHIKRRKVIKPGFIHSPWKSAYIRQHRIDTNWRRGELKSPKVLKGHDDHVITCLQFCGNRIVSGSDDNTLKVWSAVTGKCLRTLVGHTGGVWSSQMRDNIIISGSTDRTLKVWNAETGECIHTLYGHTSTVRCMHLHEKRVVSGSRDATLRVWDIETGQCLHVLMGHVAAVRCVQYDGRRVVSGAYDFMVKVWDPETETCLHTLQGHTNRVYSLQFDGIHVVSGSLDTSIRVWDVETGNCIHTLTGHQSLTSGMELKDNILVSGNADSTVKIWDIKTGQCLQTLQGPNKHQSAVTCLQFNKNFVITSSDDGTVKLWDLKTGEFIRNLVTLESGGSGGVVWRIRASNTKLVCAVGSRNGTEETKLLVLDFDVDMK
GPR151 ag = human GPR151 activation | Q8TDV0 | hit rate 1% among 650,000 | activation, % at 11.2 µM | PathHunter beta-arrestin GPR151 cells, luminescence | AID 1508602; in the data active = activation above about 4.9%;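 also: 0% = median of compound wells and 100% = cells with positive control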
MITF inh = human MITF inhibition, primary screen; O75030; AlphaScreen MITF homodimerization, bead proximity signal; inhibition, % at 2.6 µM; hit rate 0.91% among 650,000; AID 1259374; in the data active = inhibition above about 50%;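 also: 0% = vehicle wells with protein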
Starred values were filed as active, the others as inactive; · = no result given; & = joins results of further samples.

Every second line gives: MITF inh | TEAD-YAP block | GPR151 ag | FBW7 act
- COCCSc1nnc(NC(=O)Cc2ccc(Br)cc2)s1
  22.3 | -9.6 | -1.1 | 1.1
- COc1ccc(/C(O)=C2\C(=O)C(=O)N(c3nnc(C)s3)C2c2ccc(Br)cc2)cc1 (centres undefined)
  10.7 | -4.2 | 0.7 | 0.0
- O=C(N=C1N=C2C=CC(Cl)=CN2Cc2ccccc21)c1cccnc1Cl
  5.8 | -51.1 | -4.9 | 0.0
- Cc1nnc(NC(=O)c2cccnc2)s1
  -6.2 | 3.7 | 0.7 | 0.2
- COc1cccc(C2N(c3cccc(Cl)c3)C(=O)C3CCCN32)c1OC (centres undefined)
  24.0 | -3.1 | -0.3 | 0.6
- CCOC(=O)c1c(NC(=O)CCCOc2ccc(Cl)cc2)sc2c1CCC2
  7.0 | -2.1 | -0.1 | 0.2
- O=C(CCc1nc2cccnc2n1-c1ccccc1)N1CCOCC1
  20.0 | 9.6 | -0.2 | -0.1
- COc1cc(C2C(=O)N(C3CCCCC3)CC(=O)N2C2CCCCC2)ccc1OC(C)C (centres undefined)
  -6.5 | 1.2 | 2.3 | 0.1
- O=C(O)C1CCCCC1C(=O)N1CCN(c2ccccc2)CC1 (centres undefined)
  9.8 | -1.6 | 2.2 | 0.2
- Cc1nn(-c2ccccc2)c(Cl)c1C(=O)Nc1ccc(I)cc1
  -2.5 | 3.4 | -0.4 | 0.2
- CCOC(=O)c1sc(C)nc1C1CCN(C(=O)OCC)CC1
  8.9 | -4.3 | 1.3 | 0.1
- CCCS(=O)(=O)N1CCN(Cc2cccc(Br)c2)CC1
  46.5 | 2.4 | 1.4 | 0.1
- COCC1CCCN(C(=O)CC2(c3ccccc3Cl)CC(=O)N(C)C2=O)C1 (centres undefined)
  7.7 | -17.3 | 0.6 | -0.1
- Cc1cc(NC(=O)c2ccccc2I)ccc1NC(=O)c1ccccc1
  -2.9 | -8.8 | -3.1 | -0.2
- Cn1c(C(=O)N2CCC(C(=O)N3CCN(C4CCCCC4)CC3)CC2)cc2sccc21
  -0.2 | -2.2 | -0.5 | -0.1
- COc1cc(/C=N/n2cnnc2)ccc1OCc1cccc2ccccc12
  4.4 | -4.5 | -1.1 | 0.0
- CCCCC1=CC2=C(c3ccco3)C(=O)C(C)(OC(=O)c3ccc(OC)cc3)C(=O)C2=CO1 (centres undefined)
  20.7 | · | -0.8 | 0.1
- COc1cc(Cl)c(S(=O)(=O)N2CCCCC2C)cc1Cl (centres undefined)
  11.7 | 1.0 | -0.9 | 0.2
- CN(Cc1cccc(N)c1)C(=O)Nc1ccc(-c2cn[nH]c2)cc1
  21.5 | -9.9 | 0.7 | 0.5
- COc1cccc(C(=O)Nc2nc3nc(C)cc(C)c3s2)c1
  17.2 | -7.3 | -0.3 | 0.5
- COC(=O)Nc1ccc(S(=O)(=O)NCCc2c[nH]c3ccc(OC)cc23)cc1
  -11.2 | 13.7 | 0.7 | 0.0
- O=S(=O)(NCCc1ccccn1)c1cc(S(=O)(=O)c2ccccc2)cs1
  -0.2 | 6.0 | -0.2 | -0.1
- O=C(O)CCN1C(=O)C(=O)/C(=C(\O)c2ccccc2)C1c1ccccc1F (centres undefined)
  -6.7 | -4.6 | 0.6 | -0.5
- COc1ccc(NC(=O)c2c(NCc3cccc(OC)c3OC)sc3c2CCC3)c(OC)c1
  2.4 | -1.8 | 0.0 | 0.1
- CC(C)(C)C1CCc2c(sc(NC(=O)c3ccccc3F)c2C(=O)NCCO)C1 (centres undefined)
  -2.1 | 1.7 | 0.0 | 0.1
- Cc1ccc(C)c(N2CCN(c3cc(C)nc4nnnn34)CC2)c1
  13.2 | 5.3 | -0.6 | -0.4
- COc1ccc(-c2ncnn2-c2ccccc2)cc1
  27.0 | 5.5 | 0.5 | 0.1
- c1csc(-c2nc(NC3CC3)c3[nH]cnc3n2)c1
  -6.2 | 16.5 | 1.0 | -0.2
- Cc1ccc(S(=O)(=O)Nc2ccc3nc(-c4cc(C)ccc4C)[nH]c3c2)cc1
  -5.1 | 0.0 | 0.7 | -0.1
- CN(C)c1ccc(/C=N/NC(=O)c2cccc(O)c2)cc1
  -3.9 | 60.1* | -5.7 | 0.0
- O=c1[nH]c2nc(-c3ccc(N4CCNCC4)cc3)cnc2n1C1CCCCC1
  -5.4 | -1.7 | 0.5 | 0.4
- COc1ccc(/C=C/C2=NC(=C\c3ccc(Cl)cc3)/C(=O)O2)cc1
  4.5 | 3.5 | 0.7 | 0.0
- O=C(CSc1nc2ccccc2nc1N1CCCC1)N1CCN(C2CCCCC2)CC1
  12.8 | 3.0 | -0.7 | 0.0
- CCCOc1ccc(C(=O)CCNC(C(=O)O)C(C)C)cc1 (centres undefined)
  -0.7 | -3.9 | -1.1 | -0.2
- COc1ccc2oc(C(=O)c3ccc(F)cc3)c(NC(C)=O)c2c1
  9.4 | -0.6 | 0.5 | 0.3
- CCOC(=O)CNC(=O)CSc1nnc2c3c(C)c(C)sc3ncn12
  -7.7 | 11.4 | 1.0 | 0.0
- CCc1ccc(-n2nc3ccc(NC(=O)c4ccccc4OC)cc3n2)cc1
  8.1 | -0.6 | 0.7 | 0.1
- Cc1cc(N2CCCCC2)nc2ccc(NC(=O)c3ccc([N+](=O)[O-])o3)cc12
  6.0 | 15.6 | -1.1 | 0.1
- COC(=O)c1ccccc1NC(=O)Cc1ccccc1[N+](=O)[O-]
  0.1 | -5.2 | -1.5 | 0.0
- O=C(NC1CCCCC1)C1CCC(CNc2c(N3CCCC3)c(=O)c2=O)CC1 (centres undefined)
  -11.0 | 6.8 | 0.0 | 0.0
- CCOC(=O)c1cc2c(N)c(C(=O)Nc3cccc(C(F)(F)F)c3)sc2nc1N
  2.7 | -2.4 | 1.1 | 0.2
- CCOC(=O)C1=C(C)Nc2nnnn2C1c1ccc(OCc2ccccc2)c(OC)c1 (centres undefined)
  6.6 | -0.8 | 1.6 | 0.0
- CCOc1ccc(NC(=O)CSc2nc3ccccc3c3nc(-c4cccc([N+](=O)[O-])c4)nn23)cc1
  3.9 | 9.0 | 0.3 | 0.1
- CCOc1ccc(-c2nc(CSCC(=O)N3CCc4ccccc43)c(C)o2)cc1
  0.7 | 8.4 | 0.2 | -0.1
- Cc1cc(C)n(C(=O)C2CCCN2S(=O)(=O)c2ccc(Cl)cc2)n1 (centres undefined)
  28.7 | -0.2 | -1.4 | 0.3
- O=C1CCC(N2CC3CCC2C3)CCN1Cc1ccc(F)c(F)c1 (centres undefined)
  14.3 | 2.2 | 0.5 | 1.1
- C/C(=N\NC(=O)c1ccco1)C1=C(O)CC(C)(C)CC1=O
  -5.1 | -31.8 | -0.7 | 0.0
- Cc1ccc(N=C(c2cc3ccccc3c(=O)[nH]2)c2c(O)n(C)c(=O)n(C)c2=O)cc1
  3.2 | -0.6 | -1.9 | 0.3
- O=C(CSCc1ccccc1)N1CCN(c2ccccc2)CC1
  -6.8 | -66.3 | -0.7 | -0.4
- CCOC(=O)C1=C(C)N(CCOC)C(=O)C1
  -0.1 | 8.1 | 0.7 | 0.0
- CCc1ccc(CNC(=O)Cn2nc(C)n3c(cc4cc(C)ccc43)c2=O)cc1
  2.5 | 3.9 | 0.2 | 0.0
- CCCS(=O)(=O)N1CCC(C(=O)NCCCOC)CC1
  -6.4 | 3.3 | 0.3 | -0.1
- O=C(O)CCC(=O)Nc1nc(-c2cc3cc(Cl)ccc3oc2=O)cs1
  -4.8 | -9.4 | 0.1 | -0.2
- CCOC(=O)CC(C(C)C)N(Cc1ccc(Cl)c([N+](=O)[O-])c1)S(=O)(=O)c1ccc(OC)cc1 (centres undefined)
  -3.5 | 1.0 | 0.5 | 0.2
- C=CCn1c(SC)nc2sc3c(c2c1=O)CCc1ccccc1-3
  0.9 | -7.0 | 0.8 | 0.0
- O=C(NCC(c1cccs1)S(=O)(=O)c1ccccc1)c1cccs1 (centres undefined)
  12.2 | -2.3 | -0.3 | 0.1
- Cc1ccc(NC2=C(Cl)C(=O)OC2OC(=O)c2ccccc2)cc1C (centres undefined)
  -6.8 | -4.5 | -1.7 | -0.2
- CCCc1nnc(-c2cc3ccccc3n2CC(=O)Nc2ccccc2)o1
  0.8 | -2.1 | -0.2 | 0.0
- CCCCN(CCCC)c1nc2c([nH]1)c(=O)[nH]c(=O)n2C
  7.7 | 4.9 | -0.1 | 0.1
- Nc1cccc(S(=O)(=O)N2CCCCC2)c1
  7.9 | -5.4 | 0.3 | 0.0

Four compounds picked at random from the list so far:
Every second line gives: MITF inh | TEAD-YAP block | GPR151 ag | FBW7 act
- c1csc(-c2nc(NC3CC3)c3[nH]cnc3n2)c1
  -6.2 | 16.5 | 1.0 | -0.2
- CCOC(=O)CNC(=O)CSc1nnc2c3c(C)c(C)sc3ncn12
  -7.7 | 11.4 | 1.0 | 0.0
- CCCCN(CCCC)c1nc2c([nH]1)c(=O)[nH]c(=O)n2C
  7.7 | 4.9 | -0.1 | 0.1
- O=C(NCC(c1cccs1)S(=O)(=O)c1ccccc1)c1cccs1 (centres undefined)
  12.2 | -2.3 | -0.3 | 0.1

Next section.
Every second line gives: MITF inh | TEAD-YAP block | GPR151 ag | FBW7 act
- O=C(CN1CCCCCCC1)N/N=C/c1ccsc1
  17.6 | -13.2 | 1.0 | -0.3
- CC1(c2cccc3ccccc23)NC(=O)NC1=O (centres undefined)
  19.0 | 0.8 | -2.5 | 0.0
- CC1=C(C(=O)OC2CCCC2C)C(c2cc3c(cc2Br)OCO3)NC(=O)N1 (centres undefined)
  6.0 | 4.8 | 0.4 | -0.1
- Nc1cc(Cl)ccc1C(=O)OCC(=O)NC(=O)NCc1ccccc1
  -3.4 | -9.8 | -1.1 | 0.0
- CCOc1ccc(C(=O)NC2CCN(C(=O)Nc3c(C)cccc3C)CC2)cc1
  23.0 | 1.2 | -0.2 | 0.0
- CC1CCCC(C)N1C(=O)COC(=O)c1ccc(Cl)c(N)c1 (centres undefined)
  -3.6 | 8.8 | 0.5 | 0.3
- CC1CCN(C2CCN(S(=O)(=O)c3ccc(C(F)(F)F)cc3)CC2)CC1
  -8.0 | 4.7 | 0.7 | 0.0
- C=CCNCCC1CCC(=O)N1CCc1ccc(F)cc1 (centres undefined)
  -7.6 | 2.1 | -0.6 | -0.1
- CCOc1ccc(NC(=O)c2ccccc2Cl)cc1
  12.7 | -43.8 | -1.2 | 0.1
- CCOc1ccc(-n2c(SCC(=O)/C(C#N)=C(\C)N)nnc2-c2cccnc2)cc1
  8.0 | 3.2 | 0.4 | 0.7
- COc1ccc(C(=O)OCC(=O)c2ccccc2)cc1[N+](=O)[O-]
  14.8 | 13.3 | -1.9 | 1.0
- CC1=C(C(=O)OCC2CCCO2)C(c2cccc(Br)c2)C2=C(CCCC2=O)N1 (centres undefined)
  11.2 | -0.4 | -0.5 | 0.5
- CSCCCNC(=O)CC1C(=O)NCCN1Cc1ccccn1 (centres undefined)
  7.2 | -10.1 | -0.4 | -0.1
- COc1ccc(C2C(C#N)=C(N)Oc3cc(C)oc(=O)c32)c(C)c1C (centres undefined)
  13.2 | 5.2 | 1.4 | 0.0
- O=C(Nc1nc2ccccc2n1CCOc1ccccc1)c1ccco1
  0.3 | 11.6 | 0.2 | -0.4
- CCOC(=O)C1CCCN(C(=O)CCc2nnc(CCc3c[nH]c4ccccc34)o2)C1 (centres undefined)
  0.5 | 1.6 | -1.0 | 0.5
- CCN(Cc1nc2cc(OC)c(OC)cc2c(=O)[nH]1)C(=O)CC1CC2CCC1C2 (centres undefined)
  8.1 | 14.7 | 1.8 | -0.2
- Cc1occc1C(=O)N1CCC2(CC1)CC2C(=O)NCC1(c2ccccc2)CCOCC1 (centres undefined)
  -12.2 | -4.8 | 1.0 | -0.2
- CC(C)c1ccc(-c2nnc(N)s2)cc1
  8.5 | -7.3 | -1.1 | 0.5
- c1ccc2c(NC3CCCCC3)nc(CN3CCOCC3)nc2c1
  -3.5 | 2.0 | 0.8 | 0.0
- CCOc1ncccc1C(=O)NC1(C)CCS(=O)(=O)C1 (centres undefined)
  -13.0 | -1.2 | 6.2* | 0.0
- CCc1ccc(NC(=O)CSc2nc3ccc(N)cc3s2)cc1
  -6.5 | -30.9 | 0.5 | 0.1
- CCCSc1ccc2nc(NC(=O)OC)[nH]c2c1
  -19.5&8.2&18.5 | 20.6 | -0.8&-3.6&-2.6 | -0.1&0.3&0.4
- CC(C)Sc1nc2ccc(NC(=O)c3ccccc3C(=O)N3CCOCC3)cc2s1
  7.6 | -47.7 | 0.2 | -0.2
- O=C(CN1CCCC1)Nc1sc2c(c1C(=O)NCc1ccccc1)CCCC2
  12.8 | 9.2 | -1.5 | 0.1
- COC(=O)C1=NN(C(=O)c2ccccc2)C(O)(C(C)(C)C)C1 (centres undefined)
  13.1 | -70.9 | -0.4 | 0.4
- O=c1[nH]n(-c2nc3ccccc3s2)c2c(c1=O)CC/C2=C/c1ccccc1
  6.8 | 6.0 | -0.3 | 0.2
- CCc1ccc2oc(-c3ccc(C)c(N)c3)nc2c1
  15.0 | 43.1* | -6.6 | 0.2
- Cc1ccc(C(C)C)c(OCC(=O)Nc2cccc(Cl)c2C)c1
  3.2 | 2.5 | -0.8 | 0.0
- CCOC(=O)C1=C(c2ccccc2)N=c2s/c(=C\c3ccc(-c4cccc(C(F)(F)F)c4)o3)c(=O)n2C1c1ccc(OC)c(OC)c1 (centres undefined)
  -8.9 | -2.1 | -0.1 | 0.3
